NPYLR7 agonist – activates Aedes aegypti NPYLR7 receptor; HEK293T NPYLR7/Galpha15, GCaMP6s calcium fluorescence; activation, % at 10 µM; 270,000 tested, 0.15% active; in the data active means activation above about 40%;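 further: 0% = vehicle and 100% = reference agonist at the receptor; some compounds past the cut are filed as inactive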
hcGAS inh – human cGAS inhibition | Q8N884 | recombinant h-cGAS, ATP depletion, Kinase-Glo luminescence | inhibition, % at 12.5 µM | 290,000 tested, 0.081% active | AID 1259398;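 further: 0% = vehicle reaction and 100% = reaction without DNA for no activity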
Target sequence (Q8N884 whole entry, looked up): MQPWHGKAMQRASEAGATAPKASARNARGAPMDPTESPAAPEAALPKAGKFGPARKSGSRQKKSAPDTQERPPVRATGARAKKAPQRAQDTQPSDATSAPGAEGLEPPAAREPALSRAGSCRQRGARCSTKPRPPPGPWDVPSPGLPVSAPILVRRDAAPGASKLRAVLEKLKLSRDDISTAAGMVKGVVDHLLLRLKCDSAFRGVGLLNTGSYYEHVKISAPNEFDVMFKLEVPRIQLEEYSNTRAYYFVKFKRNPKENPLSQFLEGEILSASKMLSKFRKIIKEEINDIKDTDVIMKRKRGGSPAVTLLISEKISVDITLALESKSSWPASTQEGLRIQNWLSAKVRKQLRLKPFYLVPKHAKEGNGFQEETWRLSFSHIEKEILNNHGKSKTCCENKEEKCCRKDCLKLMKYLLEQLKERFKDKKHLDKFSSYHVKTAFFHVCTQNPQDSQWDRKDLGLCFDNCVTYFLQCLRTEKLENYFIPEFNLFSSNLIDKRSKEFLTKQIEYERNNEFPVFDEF
mcGAS inh – mouse cGAS inhibition by luminescence. Q8C6L5. recombinant cGAS, Kinase-Glo ATP depletion luminescence. inhibition, % at 12.5 µM. 160,000 tested, 0.15% active. AID 1259399;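 further: 0% = negative control wells and 100% = reference inhibitor with no enzyme activity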
Starred values were filed as active, the others as inactive; . = not tested or not shown; & = joins results of further samples. Unless noted, no stated cut-off is given here; in the data, active means inhibition above about 40%; inactive means the rest.

SMILES | NPYLR7 agonist | hcGAS inh | mcGAS inh
Cc1noc(C)c1CN(C)C(=O)c1n[nH]c2c1CC(C)CC2 (stereo not drawn) | -5 | -2 | .
CCCCCCCCC(=O)N(CC(=O)c1c(C)c(C(=O)OC)n(CC)c1C)CC1CCCO1 (stereo not drawn) | -6 | -7 | -5
C=C(C)C(O)(C(=C)C)c1ccc(CN(CCOC)Cc2ccco2)o1 | 6 | -7 | -3
CCCCc1ncc(CN2CCC(n3nccc3NC(=O)Cc3ccccc3)CC2)[nH]1 | 5 | -2 | -9
CN(C)CC1(O)CCN(C(=O)c2ccc(-n3cnnc3)cc2Cl)C1 (stereo not drawn) | 4 | -5 | .
Cc1ccc(C(=O)N2CCCN(c3nc4ccccc4nc3-c3ccccc3)CC2)cc1C | 4 | -3 | -5
c1nc(N2CCN(Cc3cc4n(n3)CCNC4)CC2)c2[nH]cnc2n1 | 4 | -2 | .
Fc1ccc(CC2CCN(CC3CCOC3)CC2)cc1 (stereo not drawn) | -3 | -10 | .
O=C(CCCc1ccccc1)N1C[C@@H]2[C@H](C1)[C@H]1CC[C@@H]2O1 | 7 | -5 | -15
Clc1ccc2c(NCCc3ccccc3)nc(-c3ccco3)nc2c1 | -3 | 2 | 6
CCC(=O)N1CCCN(CCCN2C(=O)NC(C)(C)C2=O)CC1 | 9 | -8 | .
CC(=O)C1=NN(c2ccc(C)cc2)C2(S1)SC(C(C)=O)=C(C)N2C (stereo not drawn) | 3 | -10 | -3
Cc1nn(-c2ccc(C(C)C)cc2)c(C)c1CCC(=O)NCCCN1CCCC1=O | 1 | -4 | -5
CC(C)c1cc(=O)[nH]c(-n2nc(-c3cccs3)cc2NC(=O)COc2ccc(F)cc2)n1 | 1 | -7 | .
CN1N=C(C(=O)N2CCN(S(=O)(=O)c3ccc(Cl)c(C(F)(F)F)c3)CC2)CCC1=O | -2 | -3 | -8

4 of these compounds in another layout:
Fc1ccc(CC2CCN(CC3CCOC3)CC2)cc1 (stereo not drawn)
  NPYLR7 agonist: -3 | hcGAS inh: -10 | mcGAS inh: .
CCC(=O)N1CCCN(CCCN2C(=O)NC(C)(C)C2=O)CC1
  NPYLR7 agonist: 9 | hcGAS inh: -8 | mcGAS inh: .
CN1N=C(C(=O)N2CCN(S(=O)(=O)c3ccc(Cl)c(C(F)(F)F)c3)CC2)CCC1=O
  NPYLR7 agonist: -2 | hcGAS inh: -3 | mcGAS inh: -8
C=C(C)C(O)(C(=C)C)c1ccc(CN(CCOC)Cc2ccco2)o1
  NPYLR7 agonist: 6 | hcGAS inh: -7 | mcGAS inh: -3

Next part
SMILES | NPYLR7 agonist | hcGAS inh | mcGAS inh
COc1cccc2c1OCCCN(Cc1nc(-c3ccccn3)no1)C2 | 18&4 | -7&-8 | .
CCS(=O)(=O)c1ccc(NC(=O)c2ccc(Br)cc2)cc1 | 2 | -6 | .
Cc1ccc(NC(=O)N(CCC(C)C)CC(=O)Nc2ccon2)cc1C | 5 | -3 | .
COc1ccc(N(CCc2ccccc2)C(=O)c2nccnc2N)cc1 | 2 | -7 | .
CCOc1cccc(-c2cc(NCCc3ccccn3)n3nccc3n2)c1 | -3 | -1 | -1
CC(=O)c1ccc(OCC(=O)Nc2sc(-c3ccccc3)c(C)c2C(=O)N2CCOCC2)cc1 | 0 | 0 | .
Cc1ccccc1-c1nnc(SCc2cccc(C#N)c2)n1-c1ccccc1 | . | 0 | 1
COc1ccc(C(=O)Oc2ccc(NC3=NS(=O)(=O)c4ccccc43)cc2)cc1 | 3 | 1 | -2
CCN1CCC(O)C(C)C1C (stereo not drawn) | -2 | 6 | .
Nc1ccccc1S(=O)(=O)C1CCCC1 | 3 | -6 | -18
CC(C)(NCC(=O)Nc1c(Cl)cccc1Cl)c1ccc(Cl)c(Cl)c1 | 4 | -5 | .
O=C(NCc1nccs1)c1nn(CC2CC2)c2c1CN(C(=O)CC1=CCCCC1)CC2 | -1 | -5 | -1
CC(C)Oc1nc(-c2ccccc2F)n(-c2cccc(NC(=O)Nc3ccc(F)cc3F)c2)n1 | 18 | -8 | -4
Cc1cccc(NC(=O)Cn2nc(C(C)C)c3cnn(C(C)(C)C)c3c2=O)c1C | 7 | -8 | .
CCCCOc1ccc(-c2c(C#N)c(N)nc(SC)c2C#N)cc1 | -1 | -4 | .

Quoted from the listing.
Reading of `COc1ccc(N(CCc2ccccc2)C(=O)c2nccnc2N)cc1` under hcGAS inh: -7
Reading of `Cc1ccccc1-c1nnc(SCc2cccc(C#N)c2)n1-c1ccccc1` under hcGAS inh: 0
Reading of `CCN1CCC(O)C(C)C1C` (stereo not drawn) under NPYLR7 agonist: -2

Going on with the list:
SMILES | NPYLR7 agonist | hcGAS inh | mcGAS inh
CC(C)(C)NC(=O)N(Cc1csc(COc2cc(Cl)ccc2Cl)n1)C1CC1 | -11 | -5 | -6
O=C(NC1CCCC1)c1nn(-c2ccccn2)c2nccc(-c3cccs3)c12 | . | 0 | -3
O=C(OCC(=O)N1CCOC2CCCCC21)c1c[nH]cc1-c1ccc(Cl)s1 (stereo not drawn) | 7 | -12 | .
CCCN1CCCC(CNC(=O)c2ccn(CC)n2)C1 (stereo not drawn) | -5 | -6 | .
C=C(C)[C@@H]1CC[C@]2(CO)CC[C@]3(C)[C@H](CCC4[C@@]5(C)CC[C@H](O)C(C)(C)C5CC[C@]43C)C12 (stereo partly drawn) | -7 | -1 | .
COCCN(Cc1cc(NC(=O)C2CCC2)ccc1N(C)C)C(=O)c1ccc(OC)cc1 | 6 | 5 | -5
OC1(c2ccc(Cl)cc2Cl)CC(C(Cl)(Cl)Cl)NO1 (stereo not drawn) | -1 | -13 | -8
COCc1cc(C)nc(OCC(=O)N/N=C\c2ccccc2[N+](=O)[O-])c1C#N | 0 | -4 | -6
O=C(NCCO)C(F)(F)C(F)(F)C(F)(F)C(F)(F)F | . | -2 | -3
CCCCC(CC)CN1CN(CC(CC)CCCC)CC(C)(N)C1 (stereo not drawn) | -6&-14 | 2&0 | .
COCCN(CC(=O)Nc1cc(C(C)(C)C)nn1-c1ccc(C)cc1C)C(=O)Nc1ccc(SC)cc1 | 18 | -4 | -4
COCCC(=O)N1CCC(c2nc(C3CCOCC3)no2)CC1 | . | -11 | -7
CC1(C)C2CCC1(C)C(OC(=O)CSc1nc(N)cc(=O)[nH]1)C2 (stereo not drawn) | 1 | -10 | -4
Cc1cc(C)cc(C(=O)N2CCc3c([nH]c4ccccc34)C2c2ccccn2)c1 (stereo not drawn) | -2 | 4 | 1
CS(=O)c1ccc(NC(=O)c2ccc(N3CCCC3)nc2)cc1 (stereo not drawn) | -3 | -3 | .
COc1ccc(NC(=O)CSc2n[nH]c(C3CC3)n2)cc1 | 8 | -10 | -6
CN(CCCNC(=O)c1cccc(N)c1Nc1ccccc1)Cc1ccccc1 | -1 | -6 | -4
COC(=O)c1sc(N2C(=O)C(O)=C(C(=O)c3ccc(C)o3)C2c2ccc(C)cc2)nc1C (stereo not drawn) | 24 | -10 | -6
COc1ccc(CCOC(=O)[C@@H]2CCCN2C(=O)COc2cccc(Cl)c2)cc1OC | -10 | -4 | -5
CCOc1ccc(-n2c(C(CC)N(Cc3ccccc3)C(=O)Nc3ccc(C)cc3)nc3ccccc3c2=O)cc1 (stereo not drawn) | 17 | 0 | -3
C=CCc1cccc2cc(C(=O)Nc3ccc(F)cc3)c(=O)oc12 | -4 | 0 | -4
CCOC(=O)c1c(C)[nH]c(C2=NNC(=NC(C)COC)SC2)c1C (stereo not drawn) | -1 | -9 | 1
CC(=O)CC(O)(c1nc2ccccc2s1)C(F)(F)F (stereo not drawn) | 4&8 | -6&-7 | -18&-7
C=CCOCC(O)CN(Cc1cccc(C(F)(F)F)c1)CC1CC(c2ccc(F)cc2)=NO1 (stereo not drawn) | -3 | -7 | -7
COc1cccc(CN2CCN(Cc3cc4ccccc4o3)CC2CCO)c1 (stereo not drawn) | 0 | 0 | .
CN(Cc1cn(C)nc1-c1ccc2c(c1)OCCO2)CC1COCCO1 (stereo not drawn) | 5 | 1 | .
CN(c1ccccc1)N1CC(C(=O)NCCOc2ccccc2Cl)CC1=O (stereo not drawn) | -6 | -3 | -4
Cc1ccc(CN2CCN(c3nc4c(c(=O)[nH]c(=O)n4C)n3Cc3ccc(F)cc3)CC2)cc1 | 4 | -6 | .
Cc1ccccc1C1c2ccsc2CCN1CCC(=O)N1CCN(C(=O)COc2ccccc2)C(C)C1 (stereo not drawn) | 9 | -3 | -4
c1ccc(-c2nnc3n2NC(c2ccc4c(c2)OCO4)S3)cc1 (stereo not drawn) | 8 | 2 | .
CCC(C)Cc1c(C)sc2[nH]c(=S)[nH]c(=O)c12 (stereo not drawn) | -3 | -1 | 6
N#CCCN(CCC#N)C(=O)CSc1nnc(-c2cccs2)n1CCC(N)=O | -1 | 2 | .
Cc1ccc(Nc2oc3c(c2-c2ccccc2)c(=O)n(C)c(=O)n3C)c(C)c1 | -3 | -5 | -6
CCCCCCCCCC[Si](C)(C)CCC(=O)NC(Cc1ccc(C)cc1)c1ccccc1 (stereo not drawn) | 5 | -4 | -4
CCOC(Cn1cc(C(=O)N2CCOc3ccccc32)nn1)OCC | 1 | -8 | .
CC(C)[C@H](NC(=O)c1cccc(S(=O)(=O)N2CCOCC2)c1)C(=O)OCC(=O)c1ccccc1 | -3 | -8 | -9
O=C(CCn1c(CO)nc2ccccc21)N1CCC2(CCNCC2)CC1 | 6 | -7 | .
CC1CCc2sc(C(=O)NN=CC3CCCCC3)cc2C1 (stereo not drawn) | 0 | -9 | .
Cc1cccc2c(=O)c(C(=O)N3CCOC(C(F)(F)F)C3)c[nH]c12 (stereo not drawn) | 0 | -4 | -12
O=C(CSc1nnc(-c2ccccc2Cl)n1-c1ccccc1F)N1CCOCC1 | 3 | 6 | -5
CC(C)(C)OC(=O)NCCC(=O)NCc1cn(-c2ccccc2)nc1-c1ccc(F)cc1 | 2 | -4 | .
CCn1cc2nc(OC)c(CNC(=O)c3csc(NC)n3)cc2c1O | 4 | -2 | .
CC1CN(C2CCCCC2)c2nc3c(c(=O)n(CCc4ccccc4)c(=O)n3C)n2C1 (stereo not drawn) | 5 | -5 | -6
Cc1ccc(C(C)C)c(OCC(=O)N2CCc3sccc3C2C)c1 (stereo not drawn) | 4 | -2 | -13
CSc1ccc(C(=O)CCC(=O)NN(C)c2ccccc2)cc1 | -8 | -3 | -7

Random excerpt: two compounds from above
SMILES | NPYLR7 agonist | hcGAS inh | mcGAS inh
CC(C)(C)OC(=O)NCCC(=O)NCc1cn(-c2ccccc2)nc1-c1ccc(F)cc1 | 2 | -4 | .
O=C(CSc1nnc(-c2ccccc2Cl)n1-c1ccccc1F)N1CCOCC1 | 3 | 6 | -5

(further entries)
SMILES | NPYLR7 agonist | hcGAS inh | mcGAS inh
CCCCn1c(CN2CCC(COC)C2)cnc1S(=O)(=O)CC1CCC1 (stereo not drawn) | 23 | -5 | .
CCc1[nH]c2c(CNC(=O)[C@H]3[C@@H]4C=C[C@@]5(CN(C)C(=O)[C@@H]35)O4)cc(C)cc2c1C | -6 | -1 | .
CCCN(Cc1cc(NC(=O)NC(C)C)ccc1N(C)C)C(=O)Cc1cccs1 | . | -4 | -10
CC1(C)CC(=O)C2=C(C1)OC(=N)C(C#N)C2c1ccncc1 (stereo not drawn) | -18 | -4 | -5
CC(C)C1CN(C(=O)c2cnc3ccccn23)CCCN1CC1CC1 (stereo not drawn) | 3 | -2 | .
Cc1ccccc1C(=O)Nc1nn(C)c2c1CC(C)C(=O)N2 (stereo not drawn) | -14 | -5 | -11
COc1cccc(/C=C2\SC(=S)N(CCC(=O)NNC(=O)c3cccc(Cl)c3)C2=O)c1 | 1 | -7 | -4
Cc1ccc(N=NN(CC(O)C(O)C(O)CO)c2ccc(C)c(C)c2)cc1C (stereo not drawn) | -1 | -17 | -9
COC1CC(C2C(C(=O)c3cccs3)=C(O)C(=O)N2c2nnc(SCc3ccccc3)s2)=CCC1=O (stereo not drawn) | -4 | -3 | .
O=C(N[C@H]1COC[C@@H]1N1CCCCC1)c1ccc(-n2cnnn2)cc1 | 22 | -4 | -12
O=C(Cc1csc(Cc2ccccc2)n1)Nc1ccc2oc(=O)[nH]c2c1 | 7 | -8 | .
CCOC(=O)c1cc(-c2ccc(N3CCN(C(=O)c4cc(C)oc4C)CC3)cc2)n(-c2cccc(F)c2)n1 | 18 | -6 | -9
COc1ccc(OC)c(S(=O)(=O)N2CCN(C(=O)CCCc3cccs3)CC2)c1 | 5 | -7 | .
CN(Cc1ccccc1Br)c1cnc2ccccc2n1 | 5 | -14 | .
CCNC(=O)c1nn(-c2ccc(C(F)(F)F)cc2)c(=O)n(Cc2cccc(Cl)c2)c1=O | 3 | -1 | -2
C=CC[C@@H]1CC=C[C@@H](c2ccccc2)N1C(=O)CCC(=O)OC | 15 | -10 | .
Cc1nc(C)c(CN2CCC(C(=O)Nc3ccc(-n4cccn4)cc3)CC2)nc1C | 5 | -6 | .
CCc1[nH]nc(NC(=O)Cc2ccc(C)nc2)c1Br | -20 | -7 | .
Cc1cccc(C)c1OCc1cc(C(=O)NCCN2CCNC2=O)no1 | 11 | -6 | .
COC(=O)C[C@](O)(CCCC(C)(C)O)C(=O)O[C@@H]1C(OC)=C[C@]23CCCN2CCc2cc4c(cc2[C@H]13)OCO4 | -1 | -2 | .
CCS(=O)(=O)N1CCC(C(=O)Nc2ccccc2SC(F)F)CC1 | -1 | 6 | -1
Cc1cc(C2(O)CCCCC2C)cc(C)c1C (stereo not drawn) | 11 | -2 | .
Cc1cc(C(=O)N2CCC(Cc3cccc(C(=O)O)c3)C2)n(C)n1 (stereo not drawn) | 4 | -4 | -9
C#CCOc1c(Cl)cc(C=C(C#N)C#N)cc1OC | 8 | -4 | .
O=c1cc(Cl)c2ccccc2o1 | 5 | 1 | -3

Assay outcomes: PubChem, Fisher Drug Discovery Resource Center

This is a random part of the collection. Share with any hit: about 0.29%.
